Bioassay records (PubChem BioAssay)
APP 5'UTR act = activates APP 5'UTR luciferase reporter | SH-SY5Y APP 5'UTR luciferase reporter, luminescence; zero percent = DMSO vehicle wells | activation, % at 2 µM | hit rate 1% among 190,000;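 active means activation above a set limit, based on mean plus 3 SD of controls, cut at about 140% in these data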; further: values of inactives mirror those of a sister screen read the other way
STAT3 inh = STAT3 signaling inhibition | inhibition, % at 5.5 µM | hit rate 0.89% among 190,000 | U3A cells, IL-6 STAT3-luciferase reporter, luminescence; host cell line lacks STAT1 | AID 862;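 active means inhibition above the mean inhibition across all screened compounds plus 3 SD, cut at about 44% in these data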;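 further: 0% = DMSO only wells and 100% = 100 µM nifuroxazide control wells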
ROMK mod = modulates human ROMK potassium channel activity; P48048; Tet-inducible ROMK, thallium flux fluorescence; actives lie on both sides; B-score at 10 µM; hit rate 2% among 130,000; AID 1918;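 active means signal ratio slope over the read window, or its plate-corrected B-score, at least 3 SD from the plate mean, either direction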;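 further: B-score of the F/F0 ratio slope over 7 to 12 s after thallium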
Target sequence (P48048 whole entry, looked up): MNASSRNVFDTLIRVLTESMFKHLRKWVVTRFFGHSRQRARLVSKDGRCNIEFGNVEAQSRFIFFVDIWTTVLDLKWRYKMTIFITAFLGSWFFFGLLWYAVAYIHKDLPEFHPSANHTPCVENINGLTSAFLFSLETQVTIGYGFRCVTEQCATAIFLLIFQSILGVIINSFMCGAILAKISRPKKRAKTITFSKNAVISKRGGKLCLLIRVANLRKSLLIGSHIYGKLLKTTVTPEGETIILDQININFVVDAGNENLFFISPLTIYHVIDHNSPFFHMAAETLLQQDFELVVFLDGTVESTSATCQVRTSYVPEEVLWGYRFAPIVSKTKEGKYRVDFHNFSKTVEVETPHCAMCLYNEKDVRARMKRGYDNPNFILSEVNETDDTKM
APP 5UTR inh = APP translation inhibition | inhibition, % at 2 µM | hit rate 0.82% among 190,000 | AID 1285 | SH-SY5Y APP 5'UTR-luciferase reporter, luminescence;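 active means inhibition above a set limit, derived from the sample mean plus 3 SD, cut at about 45% in these data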; further: values of inactives mirror those of a sister screen read the other way
FLuc stim CS = firefly luciferase counter-screen for stimulation assays | AID 1027 | activation factor at 10 µM | P08659 | 200,000 tested, under 10 active | ATPlite luciferase biochemical, luminescence, 10 min; 0 = ATP-free wells, 1 = DMSO control;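 active means luciferase activation factor, scaled between plate controls, of at least 2 with compound at 10 µM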
Target sequence (P08659 whole entry, looked up): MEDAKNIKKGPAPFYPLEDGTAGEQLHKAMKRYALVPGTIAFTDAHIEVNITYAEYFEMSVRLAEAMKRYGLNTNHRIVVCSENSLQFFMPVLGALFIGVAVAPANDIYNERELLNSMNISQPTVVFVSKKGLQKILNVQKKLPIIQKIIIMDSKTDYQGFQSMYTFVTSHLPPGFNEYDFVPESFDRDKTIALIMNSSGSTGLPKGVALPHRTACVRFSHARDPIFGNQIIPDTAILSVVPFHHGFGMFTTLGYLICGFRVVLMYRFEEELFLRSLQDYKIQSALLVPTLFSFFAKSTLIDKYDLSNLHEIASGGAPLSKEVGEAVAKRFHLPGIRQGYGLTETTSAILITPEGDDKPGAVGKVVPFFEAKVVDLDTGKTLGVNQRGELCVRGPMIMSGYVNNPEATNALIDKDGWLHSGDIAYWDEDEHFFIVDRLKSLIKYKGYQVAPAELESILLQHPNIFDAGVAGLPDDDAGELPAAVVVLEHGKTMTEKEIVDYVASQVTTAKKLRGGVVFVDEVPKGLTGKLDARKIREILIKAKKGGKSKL
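System: Luciferase/luciferin detection reagent, cell-free biochemical luciferase assay | Medium: PBS buffer for ATP | Dosing: Test compounds dosed from 2 mM stocks in 100% DMSO | Timing: 10 min at ambient temperature | Signal: Luminescence measurement of luciferase light output | Evaluation: Luciferase activation, seen as luminescence increase over controls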
STAT1 activator = activators of IFN-gamma induced STAT1 signaling. activation (% of control), % at 5.5 µM. hit rate 2.6% among 200,000. AID 932. NIH 3T3 STAT1-luciferase reporter, luminescence; 100% = IFN-gamma alone, no compound;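 active means activation above the screen-wide mean activation plus 3 SD, cut at about 130% in these data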;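 further: raw ratio to IFN-gamma control signal so 100% means no change and 0% no light; values of inactives mirror those of a sister screen read the other way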
STAT1 blocker = reduces IFN-gamma driven STAT1 reporter signal; NIH 3T3 STAT1-luciferase reporter, luminescence; inhibition, % at 5.5 µM; hit rate 0.35% among 200,000; AID 920;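 active means inhibition above a set limit, the mean inhibition across all tested compounds plus 3 SD, cut at about 34% in these data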;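 further: 0% = IFN-gamma with DMSO and 100% = IFN-gamma with 300 µM nifuroxazide; values of inactives mirror those of a sister screen read the other way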
NF-kB neuron act = raises NF-kB expression in human neuronal cells; NF-kB reporter expression; stronger effect = higher value; fold change at 12.5 µM; hit rate 1.6% among 190,000; in the data active means fold change above about 3.3
FLuc inhib CS = counter-screen for luciferase assay inhibitors: firefly luciferase inhibition | P08659 | ATPLite firefly luciferase biochemical luminescence, 10 min | inhibition, % at 10 µM | hit rate 1.5% among 200,000 | AID 1006;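 active means inhibition above about 50% when tested at 10 µM, limit read from the data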
STAT3 activator = activators of IL-6 induced STAT3 signaling | U3A cells, IL-6 STAT3-luciferase reporter, luminescence; 100% = signal with IL-6 EC80 alone | activation (% of control), % at 5.6 µM | hit rate 0.91% among 190,000;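 active means activation above the screen-wide mean of compound activation plus 3 SD, cut at about 130% in these data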;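 further: 0% = background luminescence of wells with medium and substrate only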
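Material: STAT3-luciferase reporter U3A cells; Probe or stimulus: IL-6 (33 ng/mL); Incubation: compound pre-incubation 1 h before IL-6, then 6 h stimulation at 37 °C; Technique: luminescence from STAT3-driven luciferase reporter; Evaluation: % activation versus median of IL-6-stimulated wells; Controls: IL-6-only high control.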
Numbers without * were called inactive; . = no result given.

SMILES	APP 5'UTR act	STAT3 inh	ROMK mod	APP 5UTR inh	FLuc stim CS	STAT1 activator	STAT1 blocker	NF-kB neuron act	FLuc inhib CS	STAT3 activator
O=C(O)C1CC(O)CN1S(=O)(=O)c1cccs1 (stereo unspecified)	4	0	0.55	-4	1.1	96	4	1.2	-7	104
COc1ccc(-c2nc(C3CCCCC3)no2)cc1OC	71	2	.	-71	1	134*	-37	2	-2	103
Cc1onc(-c2ccccc2Cl)c1C(=O)OCC(=O)Nc1cccc(S(=O)(=O)N2CCOCC2)c1	-6	17	0.43	6	1	82	19	0.55	-2	91
Cc1ccc(OCC(=O)NC(=S)Nc2cccc(NC(=O)c3ccccc3Cl)c2)cc1	-9	3	0.13	9	1	105	-5	1.3	-4	101
N#CCc1nn(-c2ccccc2)c(N)c1C#N	-3	1	.	3	1	104	-4	1	-3	106
CCc1ccccc1NS(=O)(=O)c1cc(C)ccc1OC	5	-2	.	-5	1	99	1	0.77	-2	106
CCOC(=O)c1ccc(NC(=O)CCC2COc3ccccc3O2)cc1 (stereo unspecified)	-4	3	.	4	1	104	-4	1.3	-3	100
O=C(NCCc1cn2ccccc2n1)c1ccc(Br)o1	-10	13	.	10	1	101	-1	1.1	-4	96
COc1ccc(C(=O)Nc2cccc(NC(C)=O)c2)cc1OC	6	-9	1.9	-6	1	97	3	0.97	4	111
NC(=O)COC(=O)CCCc1nc2ccccc2s1	-1	13	.	1	1	94	6	1.1	-4	90
CCOc1ccccc1NC(=O)c1ccc(NC(=O)c2ccco2)cc1	14	19	-0.56	-14	1.1	102	5	1.2	-10	87
CC1CCCCN1C(=O)c1cc(F)c(F)cc1Cl (stereo unspecified)	1	9	.	-2	1	92	9	0.93	-1	96
CCOC(=O)c1sc(=S)n(C)c1NC(=O)c1ccc(F)cc1	6	6	-0.38	-6	1	98	2	0.88	2	98
Cc1nn(Cc2ccccc2Cl)c2sc(C(=O)NC(C)(C)C)cc12	20	-23	.	-20	1	94	6	0.8	-4	122
Cc1ccc(-c2nc3ccc(Cl)cc3n2OC(C)C(=O)O)cc1 (stereo unspecified)	116	4	1.8	-116	1	141*	-46	1.7	3	102
COc1ccc(-c2nnc(Nc3nc4c(OC)cccc4s3)o2)cc1	6	-69	.	-6	0.8	106	-7	1.1	23	159*
CC1=CC2(C#N)C3(N=C(N)C2(C#N)C(c2ccccc2)N1)OCCO3 (stereo unspecified)	10	-6	.	-10	1	114	-15	0.94	-5	105
O=C1c2cccc(OCC(=O)N3CCCc4ccccc43)c2CCN1Cc1ccc(Br)cc1	2	-7	.	-2	1.1	94	7	0.58	-8	102
COc1cc2[nH]c(=S)n(N(C(C)=O)C(C)=O)c(=O)c2cc1OC	12	-15	-0.58	-12	1	102	-3	1.1	-5	113
COC(=O)c1ccccc1NC(=S)NC(=O)COc1ccc(C)cc1	-4	6	.	4	.	95	5	.	.	103

An excerpt of these results, comma-delimited:
SMILES,APP 5'UTR act,STAT3 inh,ROMK mod,APP 5UTR inh,FLuc stim CS,STAT1 activator,STAT1 blocker,NF-kB neuron act,FLuc inhib CS,STAT3 activator
COc1ccc(-c2nc(C3CCCCC3)no2)cc1OC,71,2,.,-71,1,134*,-37,2,-2,103
Cc1onc(-c2ccccc2Cl)c1C(=O)OCC(=O)Nc1cccc(S(=O)(=O)N2CCOCC2)c1,-6,17,0.43,6,1,82,19,0.55,-2,91
Cc1ccc(OCC(=O)NC(=S)Nc2cccc(NC(=O)c3ccccc3Cl)c2)cc1,-9,3,0.13,9,1,105,-5,1.3,-4,101
N#CCc1nn(-c2ccccc2)c(N)c1C#N,-3,1,.,3,1,104,-4,1,-3,106
CCc1ccccc1NS(=O)(=O)c1cc(C)ccc1OC,5,-2,.,-5,1,99,1,0.77,-2,106
CCOC(=O)c1ccc(NC(=O)CCC2COc3ccccc3O2)cc1 (stereo unspecified),-4,3,.,4,1,104,-4,1.3,-3,100

New compounds follow
SMILES	APP 5'UTR act	STAT3 inh	ROMK mod	APP 5UTR inh	FLuc stim CS	STAT1 activator	STAT1 blocker	NF-kB neuron act	FLuc inhib CS	STAT3 activator
O=C(CSc1nnc(-c2ccc(O)cc2)n1Cc1ccco1)c1ccccc1	-21	13	1.3	21	1	97	3	0.8	-5	94
N#CCCN(C(=O)COc1ccc(C#N)cc1)c1ccc(F)cc1	5	3	-0.022	-5	1	103	-4	1.3	-4	99
Cc1cc(C=C(C#N)C#N)c(C)n1-c1ccccc1	-3	-6	0.54	3	1.1	109	-10	2.4	-6	113
CCCn1c(SCC(=O)N2c3ccc(F)cc3CCC2C)nnc1-c1ccccn1 (stereo unspecified)	-16	5	0.0091	16	1.1	100	1	1.3	-5	99
COc1ccc(C)cc1Nc1nnc(C)c(=O)[nH]1	-13	15	-0.22	13	1	98	2	0.92	-4	95
COc1ccccc1NC(=O)/C=C/C(=O)O	4	1	0.0069	-4	1	105	-8	1	-3	100
O=C(O)COc1ccc(-c2nnn(Cc3ccccc3F)n2)cc1	-2	0	.	2	0.9	93	8	1	6	104
COc1ccc(NC(=O)c2oc3ccc(S(=O)(=O)N4CCC5(CC4)OCCO5)cc3c2C)cc1	19	6	-0.23	-19	1	88	11	0.27	0	98
C=C(C)CN=c1scc(C)n1/N=C/c1ccco1	-12	15	.	12	1	96	5	1.3	-4	91
CCCCSc1nc(C)c(CC(=O)OC)c(=O)[nH]1	2	7	.	-2	1	99	0	0.97	0	99

By substructure, those above containing a furan ring, fused or not.
SMILES	APP 5'UTR act	STAT3 inh	ROMK mod	APP 5UTR inh	FLuc stim CS	STAT1 activator	STAT1 blocker	NF-kB neuron act	FLuc inhib CS	STAT3 activator
O=C(NCCc1cn2ccccc2n1)c1ccc(Br)o1	-10	13	.	10	1	101	-1	1.1	-4	96
CCOc1ccccc1NC(=O)c1ccc(NC(=O)c2ccco2)cc1	14	19	-0.56	-14	1.1	102	5	1.2	-10	87
O=C(CSc1nnc(-c2ccc(O)cc2)n1Cc1ccco1)c1ccccc1	-21	13	1.3	21	1	97	3	0.8	-5	94
COc1ccc(NC(=O)c2oc3ccc(S(=O)(=O)N4CCC5(CC4)OCCO5)cc3c2C)cc1	19	6	-0.23	-19	1	88	11	0.27	0	98
C=C(C)CN=c1scc(C)n1/N=C/c1ccco1	-12	15	.	12	1	96	5	1.3	-4	91

Later entries
SMILES	APP 5'UTR act	STAT3 inh	ROMK mod	APP 5UTR inh	FLuc stim CS	STAT1 activator	STAT1 blocker	NF-kB neuron act	FLuc inhib CS	STAT3 activator
CC(=O)Nc1nc(CC(C)C)cc2c1c(=O)oc1ccccc12	18	-28	.	-18	1.1	99	1	1.4	-5	125
O=[N+]([O-])c1ccc([C@H](O)[C@H](CO)N=Cc2ccccc2O)cc1	-9	-8	.	9	1.1	95	8	0.95	-8	108
COC(=O)c1c(C)n(-c2ccc(C)cc2)c2ccc(O)cc12	-1	5	-0.036	1	1.1	101	-1	0.9	-9	102
O=C(OCCCN=C1NS(=O)(=O)c2ccccc21)c1ccccc1F	3	5	.	-3	1	100	0	1	-3	99
COc1ccc(C(=O)Nc2cccc(OC(=O)c3ccc(C)c(C)c3)c2)cc1	107	9	-0.51	-107	1	103	-4	2.5	3	99
Cc1c(C(=O)N2c3ccccc3Sc3ccccc32)cccc1[N+](=O)[O-]	14	2	.	-14	1.1	101	-1	0.87	-7	101
CCN(CC)c1cc(CS(=O)c2ccccc2)nc(-c2ccccc2)n1 (stereo unspecified)	.	-2	.	.	.	96	4	.	.	107
COc1ccc(C2(C)NC(=O)N(CC(=O)Nc3ccc(S(=O)(=O)N4CCCC4)cc3)C2=O)cc1 (stereo unspecified)	-3	3	.	4	1	90	9	0.9	-2	100
CCOC(=O)C1C(c2ccc(Cl)cc2)NC(=S)NC1(O)C(F)(F)F (stereo unspecified)	-5	6	-0.46	5	1	89	11	1.3	1	98
COC(=O)c1sccc1NC(=S)N1CCN(c2ccccc2)CC1	-7	-5	-0.021	7	1	96	4	0.89	-3	102
O=[N+]([O-])c1cc(C(F)(F)F)ccc1-n1nnc2ccccc21	-15	-10	.	15	1	102	-2	1.2	-1	104
Cc1n[nH]c(=S)c2nn(-c3cccc(Cl)c3)c(C)c12	1	1	1.2	-1	1.1	100	0	1	-6	103
CCOc1cc(S(=O)(=O)NCc2ccncc2)ccc1Cl	-2	84*	-0.02	2	1.1	69	34	0.91	-6	28
FC(F)(F)c1cccc(Oc2cc(C(F)(F)F)nc(-c3ccccn3)n2)c1	11	5	.	-11	1.1	97	3	1.4	-10	105
COc1ccc(C(C(=O)NC2CCCC2)N(C(=O)c2snc(-c3ccc(F)cc3)c2N)c2ccc(F)cc2)cc1 (stereo unspecified)	9	1	-0.22	-9	1.1	102	-2	1	-6	106
CCOC(=O)C1(CC/C(C)=N\NC(N)=O)CC(C)(C)OC1=O (stereo unspecified)	3	26	0.54	-4	1	90	12	1.1	-3	80
Cn1cc(C(=O)Nc2cccc(F)c2)cn1	11	5	.	-11	1.1	101	-1	1.2	-8	97
Cc1ccc(-n2nc(C)cc2Nc2ncc(Cl)cc2Cl)cc1	-29	-48	.	29	1	96	4	1	-2	135*
CCc1ccccc1NC(=O)CC1CS(=O)(=O)CC1CC(=O)Nc1ccccc1CC (stereo unspecified)	-5	1	-0.035	4	1	104	-5	0.89	-5	102
Cc1cc2nc(CCN(C(=S)NCC3CCCO3)C3CCCC3)[nH]c2cc1C (stereo unspecified)	-6	-4	-1.9	6	1	98	1	0.87	3	108
COc1cc2c(cc1NC(=O)/C=C/c1ccccc1)oc1ccccc12	-1	21	.	1	1.1	106	-6	1.3	-11	91
COC(=O)Nc1cc([N+](=O)[O-])ccc1OC	11	13	.	-11	1	92	9	1.3	-1	91
CCOc1ccccc1NC(=S)NCCc1ccccc1	22	13	0.38	-22	1	91	6	1	-1	93
COC(=O)CC1=Nc2ccccc2NC(=O)C1	7	10	.	-7	1.1	100	0	1.2	-8	96
Fc1ccc(CN2C3=NCCCN3c3ccccc32)cc1	5	-4	.	-5	1	103	-3	0.98	-3	104

Copied from the list.
CC1CCCCN1C(=O)c1cc(F)c(F)cc1Cl (stereo unspecified) in FLuc stim CS reads 1
Cc1ccc(-c2nc3ccc(Cl)cc3n2OC(C)C(=O)O)cc1 (stereo unspecified) in STAT3 activator reads 102

An unsorted share of the library, and some 7.1% of all compounds hit somewhere here.
